CCR6 antag – antagonists of human CCR6 receptor. CHO-K1 CCR6 PathHunter beta-arrestin, luminescence, CCL20-stimulated. P51684. inhibition, % at 20 µM. 0.49% of 340,000 active;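 active means compounds whose inhibition of the agonist-driven luminescence signal at 20 µM reaches about 50%, limit read from the data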;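 further: cells stimulated with CCL20 at 14 nM final; plate controls were DMSO with CCL20 for no effect and DMSO without agonist for full effect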
Target sequence (P51684 whole entry, looked up): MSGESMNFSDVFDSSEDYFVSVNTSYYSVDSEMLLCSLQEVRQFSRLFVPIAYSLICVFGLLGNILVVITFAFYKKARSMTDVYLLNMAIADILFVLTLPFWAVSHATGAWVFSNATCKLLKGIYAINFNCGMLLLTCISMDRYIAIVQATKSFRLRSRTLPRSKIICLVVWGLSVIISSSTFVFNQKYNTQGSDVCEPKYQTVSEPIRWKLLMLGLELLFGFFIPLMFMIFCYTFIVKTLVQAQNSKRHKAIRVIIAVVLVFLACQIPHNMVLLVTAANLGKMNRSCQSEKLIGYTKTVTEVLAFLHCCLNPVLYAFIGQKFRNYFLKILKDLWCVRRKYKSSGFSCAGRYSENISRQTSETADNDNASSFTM
Gli-Sufu block – blocks Gli-Sufu signaling in a luciferase reporter. AID 588413. inhibition, % at 5 µM. Sufu-KO-LIGHT fibroblasts, Gli luciferase reporter luminescence. 0.74% of 340,000 active;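 active means inhibition above about 55%, limit read from the data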;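 further: 0% = DMSO-treated cells and 100% = wells with medium but no cells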
Mdm2-MdmX inh – human Mdm2/MdmX binding inhibition; 3% of 330,000 active; O15151+Q00987; AID 485346; inhibition, % at 8 µM; SaOS-2 split-luciferase Mdm2/MdmX complementation, luminescence;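 active means inhibition of at least 50% at 8 µM in the primary screen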
Jurkat NFkB inh – lowers PMA/ionomycin-induced NF-kB signal in Jurkat cells | PMA/ionomycin-induced NF-kB luciferase reporter, luminescence | inhibition, % at 4 µM | 0.53% of 330,000 active | AID 435003; in the data active means inhibition above about 50%
697 NFkB inh – lowers PMA/ionomycin-induced NF-kB signal in 697 B cells; 697 B-cell NF-kB luciferase reporter, 16 h; inhibition, % at 4 µM; 0.33% of 330,000 active; AID 435022; in the data active means inhibition above about 35%
CHOP UPR activ – activators of apoptotic arm of unfolded protein response (CHOP); CHO-CHOP luciferase reporter, UPR activation, luminescence; percent of tunicamycin response over DMSO baseline; 0.34% of 330,000 active; AID 449763; activation, % at 10 µM;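 active means at 10 µM dose, activation of 40% or more, normalized to positive control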;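 further: 100% = tunicamycin at 10 µg/mL and 0% = DMSO alone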
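System: CHO-CHOP luciferase reporter cell line; amount: 500 cells/well; buffer or medium: F12 medium containing 10% fetal bovine serum; incubation: 6 h compound exposure at 37 °C after overnight seeding; measured by: luciferase luminescence after 10 min with Steady-Glo reagent; evaluation: % reporter activation, DMSO baseline versus tunicamycin full activation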
CXCR6 block – CXCR6 (human) receptor inhibition | AID 602244 | 0.36% of 360,000 active | inhibition, % at 20 µM | O00574 | CHO-K1 PathHunter CXCR6 beta-arrestin, luminescence; in the data active means inhibition above about 34%, passing the limit was not always enough;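 further: antagonist mode with CXCL16 agonist at 10 nM final; 0% = 10 nM CXCL16 with DMSO and 100% = unstimulated wells without agonist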
Target sequence (O00574 whole entry, looked up): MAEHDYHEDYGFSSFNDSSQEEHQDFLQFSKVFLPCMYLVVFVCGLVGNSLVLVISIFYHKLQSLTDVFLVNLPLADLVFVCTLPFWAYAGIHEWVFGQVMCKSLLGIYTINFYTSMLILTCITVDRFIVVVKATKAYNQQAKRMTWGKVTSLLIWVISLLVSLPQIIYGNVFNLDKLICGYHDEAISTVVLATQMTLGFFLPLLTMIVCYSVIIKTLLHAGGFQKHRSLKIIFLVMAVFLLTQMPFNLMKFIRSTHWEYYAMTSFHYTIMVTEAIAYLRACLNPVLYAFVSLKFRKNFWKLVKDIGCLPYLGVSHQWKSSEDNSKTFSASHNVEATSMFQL
XBP1 UPR activ – activators of adaptive arm of unfolded protein response (XBP1); CHO-XBP1 luciferase reporter, IRE1-XBP1 UPR activation, luminescence; percent of tunicamycin response, DMSO as zero; activation, % at 20 µM; 0.33% of 330,000 active;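 active means versus positive control, 20 µM dose yields 30% or more activation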;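 further: 100% = tunicamycin at 10 µg/mL and 0% = DMSO only wells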
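Signal: luciferase luminescence; Assay system: CHO-XBP1 luciferase reporter cells; Amount: one thousand reporter cells per well; Dosing: 20 µM single concentration, DMSO 1%; Benchmarks: high control tunicamycin 10 µg/mL final, low control DMSO vehicle only; Schedule: 6 h compound exposure at 37 °C, 5% CO2; Evaluation: percent activation relative to tunicamycin reference.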
EBI2 antag – EBI2 (human) antagonism. EBI2 beta-arrestin recruitment, luminescence, 7a,25-OHC stimulated. 0.81% of 360,000 active. P32249. inhibition, % at 5 µM; in the data active means inhibition above about 38%;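 further: enzyme fragment complementation signal reports receptor beta-arrestin coupling in cells; 0% = agonist plus DMSO wells and 100% = wells without agonist; some results beyond the cut were filed as inactive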
Target sequence (P32249 whole entry, looked up, the tested form may be a part): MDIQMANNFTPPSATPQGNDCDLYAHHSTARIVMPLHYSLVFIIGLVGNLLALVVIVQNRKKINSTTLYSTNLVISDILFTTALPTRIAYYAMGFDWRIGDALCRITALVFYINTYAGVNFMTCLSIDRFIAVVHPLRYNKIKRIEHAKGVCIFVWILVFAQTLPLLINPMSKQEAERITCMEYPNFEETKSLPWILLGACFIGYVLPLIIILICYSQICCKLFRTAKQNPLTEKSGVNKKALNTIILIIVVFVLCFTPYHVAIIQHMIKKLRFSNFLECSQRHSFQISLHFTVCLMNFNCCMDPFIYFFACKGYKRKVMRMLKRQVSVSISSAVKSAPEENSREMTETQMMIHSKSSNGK
An asterisk follows results filed as active; . = no result given.

SMILES	CCR6 antag	Gli-Sufu block	Mdm2-MdmX inh	Jurkat NFkB inh	697 NFkB inh	CHOP UPR activ	CXCR6 block	XBP1 UPR activ	EBI2 antag
O=C(Oc1ccc[nH]c1=O)c1cccc(Cl)c1	1	5	0	-12	3	-0.3	-8	-4	-5
O=c1[nH]c(-c2ccc(O)cc2)nc2scc(-c3cccs3)c12	-8	-23	-55	-66	-60	7.5	-1	11	11
O=C(C1CCN(S(=O)(=O)c2cccc3cccnc23)CC1)N1CCN(c2ccc(Cl)cc2)CC1	0	27	20	16	0	6.0	3	-2	4
COc1cc(C(=O)NCC2(c3ccccc3)CCCC2)cc(OC)c1OC	12	8	11	-2	-24	0.2	3	-6	0
CCOc1ccc(C(CC(=O)O)NC(=O)COc2ccccc2)cc1OC (stereo not drawn)	-3	-9	25	-2	17	-1.2	1	1	0
CSc1nc(N)nc(SC2C=CCCC2)c1C#N (stereo not drawn)	17	-1	-8	-2	-13	2.9	-6	8	15
COc1cccc(Nc2nc(-c3cccs3)nc3ccccc23)c1	7	-3	24	-16	3	1.3	4	2	17
O=[N+]([O-])/C=C/c1c(OCc2ccccc2)ccc2ccccc12	.	.	95*	-38	-34	-0.3	36*	-5	6
CC1CCN(c2c(NCC3CCC(C(=O)NCc4ccccc4)CC3)c(=O)c2=O)CC1 (stereo not drawn)	-2	1	26	-3	7	-1.7	2	-3	9
COC(=O)Nc1c(C(=O)OC)cc(OC)c(OC)c1OC	-9	-10	11	6	6	-1.5	9	-3	-9
N#Cc1ccc(C(=O)NCCCSc2ccccc2)cc1	9	-6	-26	13	17	0.4	2	0	1
Cc1nn(C)cc1C1C(C#N)=C(N)N(c2ccc(F)c([N+](=O)[O-])c2)C2=C1C(=O)CCC2 (stereo not drawn)	4	5	10	10	-40	-0.2	-8	-1	-7
COCCNC(=O)c1onc(CSc2ccccc2C)c1C(=O)O	-5	6	-20	-9	11	-0.9	7	-1	-10
O=C(c1cc(-c2ccncc2)nc2ccc(Br)cc12)N1CCN(c2ccccn2)CC1	-12	12	-4	5	14	2.2	0	-2	15
C=CCN1C(=O)N(c2ccc(F)cc2)C(=O)C1CC(=O)Nc1ccc(Cl)cc1 (stereo not drawn)	14	-1	18	5	-1	0.2	-5	-1	-1
O=C(CN1C(=O)S/C(=C\c2ccccc2)C1=O)NNC(=O)c1ccccc1O	1	4	-11	-20	12	0.3	-12	-4	-10
COC(=O)c1ccccc1S(=O)(=O)C(C)(C)C	0	11	2	-1	16	-0.4	3	2	-11
Cc1ccc(-n2ncc3c(=O)[nH]c(SCC(=O)N4CC(=O)Nc5ccccc54)nc32)cc1	-2	-4	26	6	5	-2.5	-1	-4	-8
Cc1cnc(C(=O)OC(C)C(=O)Nc2ccc3c(c2)OCCO3)cn1 (stereo not drawn)	2	-4	26	-7	4	0.7	-1	-6	3
Cc1ccc(N(Cc2ccccc2F)S(C)(=O)=O)c(C)c1	13	1	7	6	11	2.1	4	-2	10

5 of the compounds above, with values under each structure:
Every second line gives: CCR6 antag, Gli-Sufu block, Mdm2-MdmX inh, Jurkat NFkB inh, 697 NFkB inh, CHOP UPR activ, CXCR6 block, XBP1 UPR activ, EBI2 antag
CSc1nc(N)nc(SC2C=CCCC2)c1C#N (stereo not drawn)
    17, -1, -8, -2, -13, 2.9, -6, 8, 15
O=C(CN1C(=O)S/C(=C\c2ccccc2)C1=O)NNC(=O)c1ccccc1O
    1, 4, -11, -20, 12, 0.3, -12, -4, -10
O=C(c1cc(-c2ccncc2)nc2ccc(Br)cc12)N1CCN(c2ccccn2)CC1
    -12, 12, -4, 5, 14, 2.2, 0, -2, 15
CCOc1ccc(C(CC(=O)O)NC(=O)COc2ccccc2)cc1OC (stereo not drawn)
    -3, -9, 25, -2, 17, -1.2, 1, 1, 0
COc1cccc(Nc2nc(-c3cccs3)nc3ccccc23)c1
    7, -3, 24, -16, 3, 1.3, 4, 2, 17

Continuation:
SMILES	CCR6 antag	Gli-Sufu block	Mdm2-MdmX inh	Jurkat NFkB inh	697 NFkB inh	CHOP UPR activ	CXCR6 block	XBP1 UPR activ	EBI2 antag
Cc1ccc(S(=O)(=O)Nc2cc(NC(=O)CN3CCOCC3)ccc2Cl)cc1	1	6	6	12	8	2.9	-10	3	-1
O=C(Nc1nc(-c2ccccn2)cs1)c1ccccc1-n1cnnn1	14	36	72*	10	-7	-1.7	12	0	-9
O=C(NCC(=O)N(c1ccccc1)C(C(=O)NC1CCCC1)c1cccnc1)c1ccco1 (stereo not drawn)	5	4	10	-13	-12	-1.8	-6	0	-7
COc1ccc(Oc2nnc(-c3ccccc3)cc2C#N)cc1	13	-4	20	5	-11	-0.9	-14	-3	5
Cc1cccc(NC(=O)Cc2c(F)cccc2Cl)n1	12	-47	-15	-44	-55	1.9	-1	-2	11
O=c1c2c(nc3cc(-c4ccc(F)cc4)[nH]n13)CCC2	-24	-76	-103	-63	-119	3.6	-5	-2	-12
COc1cc(NS(=O)(=O)c2ccc(NC(=O)c3ccc([N+](=O)[O-])cc3)cc2)ncn1	-7	-4	-6	15	-9	1.3	11	-2	12
CC1(C)Cc2ccccc2-c2nnc(-c3ccc(O)cc3)n21	10	0	7	-4	3	1.1	-5	0	-10
Cc1ccc(CN=c2c([N+](=O)[O-])nn(-c3cccc(C)c3)n2O)cc1	-6	-3	-31	-1	5	3.1	6	0	5
Cn1nc(C(=O)NCc2ccccc2CN2CCCC2)c2ccccc2c1=O	5	45	34	3	6	0.2	9	2	6
C/C(=N\OC(=O)c1c(-c2c(F)cccc2Cl)noc1C)c1nccs1	9	16	8	6	9	-1.0	12	-1	-1
CCn1cc(SCC(=O)N2CCc3ccccc32)c2ccccc21	21	-14	-11	-6	-11	1.3	2	0	8
COC(=O)c1ccc2c(=O)n(CCCCCC(=O)N3CCN(c4ccc(F)cc4)CC3)c(=O)[nH]c2c1	-8	9	67*	4	-14	-1.3	-10	-4	-34
O=C(/C=C(O)/C=C/c1ccc(O)cc1)/C=C/c1ccc(O)cc1	35	-2	-9	5	-3	2.3	28	0	5
Cc1cc2[nH]c(=O)c(=O)[nH]c2cc1S(=O)(=O)N1CCC(C)CC1	-14	-1	-19	3	19	-0.3	1	-1	-3
Cc1cc(C)n(-c2nc(-c3ccc(Cl)cc3)cs2)n1	-1	-27	-77	-83	-96	3.8	0	6	30
Nc1cc(N2CCCC2)c(Cl)cc1[N+](=O)[O-]	18	-2	26	2	20	1.8	7	-1	9
COc1ccc(C(=O)Nc2ccc(C)c(S(=O)(=O)N3CCCCCC3)c2)cc1	19	19	19	11	-22	-0.2	-1	-3	-2
Cc1nn(Cc2ccccc2)c(C)c1C(=O)NCCCN1CCCC1=O	-4	-7	-27	-9	-25	-1.0	0	-3	-3
CC1(C(=O)Nc2c(F)c(F)c(F)c(F)c2F)CC1(Br)Br (stereo not drawn)	12	5	-9	-2	-9	1.4	-5	-2	-6
CC(C)(C)OC(=O)N(Cc1ccccc1)Cc1cccc(OCc2cccc(NC(=O)C3CC3)c2)c1	3	9	.	.	.	.	2	.	19
COc1ccc(-c2nnc(Nc3nc4c(OC)cccc4s3)o2)cc1	-5	-4	.	.	.	.	-1	.	-5
CCOC(=O)N/N=C/c1cn(CCCOc2ccccc2)c2ccccc12	0	-9	-17	-8	-74	0.3	8	-3	14
O=C(N/N=C/c1ccc(Cl)cc1Cl)c1cccc(N2CCCC2=O)c1	0	12	4	14	7	1.7	-4	0	18
CCSc1nnc(NC(=O)[C@@H](NC(=O)c2cc(OC)cc(OC)c2)C(C)C)s1	4	-7	12	-1	13	-2.4	-5	-1	-2
CCc1cc(C(N)=O)c(NC(=O)c2ccc(OC)cc2)s1	11	-29	-42	-51	-37	5.0	5	5	3
O=C(Cc1cccs1)Nc1nc(-c2cccnc2)cs1	2	-12	41	8	7	2.6	-3	0	6
COc1ccc(C(=O)NCCNc2ccccc2[N+](=O)[O-])cc1	23	-75	-113	-133	-116	2.3	14	-2	-2
CCOc1ccccc1NC(=O)CNS(=O)(=O)c1ccc2nc(C)sc2c1	2	-3	-11	-3	9	-0.3	1	3	-2
CC(=O)NC(CC(=O)N(Cc1ccccc1)c1cccc(C)c1)c1ccccc1 (stereo not drawn)	14	-2	-3	-1	-4	1.0	-8	-7	15
COc1cc(/C=N/NC(=O)c2c(-c3ccccc3)noc2C)ccc1O	-5	-4	12	-3	8	2.9	-10	-3	-8
Cc1ccc(C)c(OCC(=O)N/N=C\c2cccn2C)c1	1	-3	8	-3	4	-1.5	3	-1	-11
CC(C)(c1ccccc1)c1ccc(OCCN2CCOCC2)cc1	15	0	16	-2	-30	-0.9	-3	-4	9
CCSc1nnc(NC(=O)Cc2cc(OC)c(OC)c(OC)c2)s1	3	38	-8	-5	7	0.7	-5	-3	-6
COc1ccc(/C=C2\SC(=S)N(CCC(=O)Nc3ccccn3)C2=O)cc1OC	8	-7	77*	14	47*	5.8	-12	1	-6
Cc1cc(C(=O)CN2C(=O)C(=O)N(Cc3ccco3)C2=O)c(C)n1CCc1ccccc1	4	-6	35	43	-13	-0.1	6	0	-4
C=CCNC(=O)Cn1nnc(-c2ccc(-c3ccc(OC)cc3)cc2)n1	9	-63	3	-79	-119	6.2	4	1	-3
Cc1ccc(NC(=O)C2C3/C=C\CCCCC32)cc1C (stereo not drawn)	4	-26	-5	-58	-61	3.1	4	1	15
CN1C(=O)C2(c3ccccc31)N(C)CC(c1ccccn1)C21SC(=S)N(Cc2ccco2)C1=O (stereo not drawn)	24	4	37	-27	-3	-0.4	3	0	2
Cc1ccc(-c2nn3c(C)nnc3s2)cc1N	-6	-11	-3	-20	-1	0.9	-2	1	-9
CCOC(=O)Cc1csc(NC(=O)/C=C/c2ccc(Br)o2)n1	9	-3	-12	0	2	1.8	-17	0	8
C=CCC[C@H](Cc1ccc(F)cc1)C(=O)OC[C@@H](Cc1c[nH]c2ccccc12)NC(=O)[C@@H](CC=C)CC(=O)NCCO	-10	-6	30	-10	-14	1.6	-17	-1	1
Cc1ccc[n+](CC(=O)N2CCCCC2)c1C	7	45	-26	1	-5	-0.3	3	-2	-13
C=CCn1c(=O)c(C(=O)NCc2ccc(Cl)cc2)c(O)c2ccccc21	4	-15	7	1	5	2.0	-10	-6	-1
Cc1ccc(S(=O)(=O)N2CCCC2)cc1C(=O)O	-3	10	28	8	16	0.0	5	5	7
CC(NC(=O)COc1ccccc1)C(=O)NCc1ccc(S(N)(=O)=O)cc1 (stereo not drawn)	12	6	7	4	9	-0.5	3	1	-5
COc1cc(CCC(C)=O)ccc1OC(=O)c1c(F)cccc1Cl	6	-63	-108	-80	-114	8.2	-14	4	0
Cc1cccc(C(=O)NC(=S)Nc2ccc(N3CCOCC3)cc2)c1	9	-16	-10	17	-7	2.6	5	0	2
COC(=O)c1ccccc1NC(=O)CSc1ccc(C)cc1	14	3	-1	-8	-8	-1.2	-5	3	16
Cc1ccc2nc(SCC(=O)N3CC(C)OC(C)C3)nc(=O)n2c1 (stereo not drawn)	3	-9	9	-1	11	-0.6	7	1	1
O=C(CC1SC(=Nc2ccc3c(c2)OCCO3)NC1=O)Nc1ccc(F)cc1F (stereo not drawn)	3	7	21	9	18	1.2	-13	1	10
O=C(CSc1ccc(-c2ccc(Br)cc2)nn1)NCC1CCCO1 (stereo not drawn)	1	-10	-18	-9	-16	2.0	-1	-1	-5

High-throughput results as filed in PubChem BioAssay.
